Sm TGR inh – blocks Schistosoma mansoni thioredoxin glutathione reductase | Q962Y6 | actives 3% (n = 360,000) | purified TGR, DTNB reduction, TNB absorbance 405 nm | Potency, µM (titrated, usually from 114 µM), for the others: top-dose activity change, negative = inhibition, usual class: inhibitors | AID 485364; also: potency is read from the fitted curve at half-maximal effect; nearly all actives have a fitted effect of over 60% in size
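TGR 20 nM + NADPH 100 uM (dispensed conc.), cpd preinc 15 min RT; start with NADPH (500 uM addition) then DTNB (15 mM addition). Kinetic TNB absorbance, 405 nm filter. Four-parameter Hill fit across titration.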
AMA1 RON2 block – inhibitors of Plasmodium falciparum AMA1-RON2 interaction. AlphaScreen AMA1-biotinylated RON2 peptide binding. Potency, µM (titrated, usually from 58.2 µM), inactives show top-dose activity change, negative = inhibition, actives largely listed as inhibitors. actives 0.2% (n = 360,000). AID 720542;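 also: potency is read from the fitted curve at half-maximal effect; 0% = vehicle wells and -100% = peptide control; nearly all actives have a fitted effect of over 45% in size; some results filed as inactive show a strong effect at the top dose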
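AMA1 (3D7) with his tag at 25 nM final met compounds first, then biotinylated RON2 peptide at 25 nM; detection used donor plus acceptor beads, 10 µg/mL apiece, read by AlphaScreen after 30 min at room temperature.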
FBPA Giardia inh – blocks Giardia fructose-bisphosphate aldolase activity | purified Giardia FBPA | actives 0.71% (n = 290,000) | Potency, µM (series often up to 59.6 µM), for the others: at the highest dose activity, negative = inhibition, most hits filed as inhibitors | AID 2451; also: potency is read from the fitted curve at half-maximal effect; nearly all actives have a fitted effect of over 55% in size
Target sequence (A8B2U2 whole entry, looked up): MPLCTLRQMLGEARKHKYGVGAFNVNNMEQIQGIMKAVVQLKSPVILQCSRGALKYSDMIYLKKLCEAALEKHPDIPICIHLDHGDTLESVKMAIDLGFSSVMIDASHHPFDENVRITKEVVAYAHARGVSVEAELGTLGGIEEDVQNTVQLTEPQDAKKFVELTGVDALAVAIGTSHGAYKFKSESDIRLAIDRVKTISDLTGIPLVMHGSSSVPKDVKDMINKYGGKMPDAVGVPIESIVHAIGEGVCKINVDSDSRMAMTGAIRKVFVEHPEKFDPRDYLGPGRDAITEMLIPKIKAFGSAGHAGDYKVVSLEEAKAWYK
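Giardia FBPA (40 nM reagent) was preincubated 10 min at RT with compound (up to 57.5 uM final), then substrate plus GAPDH/TPI/NAD/arsenate coupling system with diaphorase/resazurin was added; resorufin fluorescence (525/598 nm) was read after 20 min.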
AmpC no deterg – AmpC beta-lactamase inhibition without detergent | P00811 | AmpC nitrocefin hydrolysis, absorbance 480 nm, 0.0001% Triton | Potency, µM (series often up to 57.1 µM), inactives show at the highest dose activity change, negative = inhibition, most hits filed as inhibitors | actives 0.52% (n = 330,000) | AID 485341;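 also: potency is read from the fitted curve at half-maximal effect; plate controls were no compound for no effect and no enzyme for full effect; nearly all actives have a fitted effect of over 20% in size; some results filed as inactive show a strong effect at the top dose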
Target sequence (P00811 whole entry, looked up): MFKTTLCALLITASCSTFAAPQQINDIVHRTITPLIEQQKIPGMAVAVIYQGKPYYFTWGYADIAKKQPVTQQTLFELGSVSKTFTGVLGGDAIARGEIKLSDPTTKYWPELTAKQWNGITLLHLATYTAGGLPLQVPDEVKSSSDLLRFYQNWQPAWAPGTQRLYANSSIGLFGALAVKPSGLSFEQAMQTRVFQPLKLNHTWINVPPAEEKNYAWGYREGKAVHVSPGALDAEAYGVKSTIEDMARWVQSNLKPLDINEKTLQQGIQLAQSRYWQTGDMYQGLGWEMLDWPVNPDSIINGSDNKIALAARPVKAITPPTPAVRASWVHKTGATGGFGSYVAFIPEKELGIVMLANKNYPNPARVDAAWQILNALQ
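20 mM phosphate pH 7.0 + 0.01% (detergent screen) or 0.0001% Triton X-100; 5.3 nM AmpC reagent; cpd preinc 15 min RT; nitrocefin (800 uM stock) to start; A480 q20 s × 4 min; Activity was normalised to no-enzyme and no-compound control wells.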
HCMV antiviral – inhibitors of human cytomegalovirus; AID 1259415; activity change, negative = inhibition, % at 57.5 µM; actives 4.5% (n = 410,000); HFF cells, HCMV-luciferase reporter, 72 h; hits give low values; in the data active = activity change below about -60%; inconclusive = no clear call, values can overlap the other calls; inactive = above about -39%
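Compounds were evaluated in HFFs infected with an HCMV luciferase reporter virus (MOI 1 PFU/cell). Luciferase in lysates collected 72 h post infection served as the replication measure.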
AmpC detergent – inhibitors of E. coli AmpC beta-lactamase with detergent; P00811; AmpC hydrolysis of nitrocefin, absorbance 480 nm, 0.01% Triton; Potency, µM (titrated, usually from 114 µM), for the others: at the top dose activity change, negative = inhibition, hits mostly inhibitors; actives 0.041% (n = 370,000); AID 485294;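 also: potency is read from the fitted curve at half-maximal effect; 0% = no-compound wells and -100% = no-enzyme wells; nearly all actives have a fitted effect of over 25% in size; some results filed as inactive show a strong effect at the top dose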
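20 mM phosphate pH 7.0 + 0.01% (detergent screen) or 0.0001% Triton X-100; 5.3 nM AmpC reagent; cpd preinc 15 min RT; nitrocefin (800 uM stock) to start; A480 q20 s × 4 min; Activity was normalised to no-enzyme and no-compound control wells.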
Active calls of the source: *; ? = inconclusive; nt = not tested or not shown; [ ] = remark or other dose. Unless noted, calls follow the shape of the dose curve; as a rule, active = well fitted curve in the direction sought with a large enough effect; inconclusive = small, poorly fitted or top-dose-only effect, or another doubt; inactive = no such curve, though single readings can be large; an effect the other way counts as inactive or inconclusive. Unless noted, % is scaled to controls: 0 for no effect and ±100 for the full control effect.

SMILES	Sm TGR inh	AMA1 RON2 block	FBPA Giardia inh	AmpC no deterg	HCMV antiviral	AmpC detergent
CCOC(=O)c1cnc(SCC(=O)Nc2cc(OC)cc(OC)c2)nc1N	?	-2%	5%	2%	-60*	?
CC(C)c1csc(CN2CCN(Cc3ccc(F)c(F)c3)C(CCO)C2)n1 (centres undefined)	-30%	-4%	4%	154%[activator]	-8	-3%
O=C(c1cccs1)N1CCN(Cc2cccc([N+](=O)[O-])c2)CC1	-28%	?	-26%	-3%	-17	2%
CCN(Cc1ccncc1)C(=O)c1ccc2c(c1)S(=O)(=O)c1ccccc1C2=O	-14%	1%	8%	0%	9	3%
O=C(Nc1nnc(SCc2cccnc2)s1)C1CC(=O)N(c2ccccc2)C1 (centres undefined)	-13%	8%	-10%	-7%	-7	-2%
COc1cc(NC(=O)COc2cccc3c2OC(C)(C)C3)cc(OC)c1OC	-5%	8%	nt	40%	-39	0%
COc1cc(CN(C)CC(=O)c2[nH]c(C)c(C(C)=O)c2C)ccc1OC(F)F	22µM*	-1%	-13%	-5%	23	-3%
CC(C)OC(=O)c1ccc(N)cc1	13%	6%	5%	-12%	-32	0%
FC(F)(F)c1cc(-c2ccccc2)nc2nc(N3CCOCC3)sc12	-4%	10%	1%	-4%	-19	-15%
CCCc1nn2c(=O)cc(O)nc2s1	2%	-1%	2%	-9%	-5	1%
COc1cccc(CNC(=O)C2CCC(CNc3nc(=S)[nH]c4ccccc34)CC2)c1 (centres undefined)	-4%	41%[activator]	4%	-7%	14	14%
Cc1cccc(C)c1NC(=O)COC(=O)c1ccc2c(c1)OCO2	-5%	0%	4%	-15%[11.4 µM]	-35	-11%
C[C@H](CO)N1C[C@H](C)[C@@H](CN(C)CC2CCCCC2)Oc2c(NS(=O)(=O)c3cn(C)cn3)cccc2C1=O	nt	9%	nt	11%	-8	nt
N#CCCn1c(Cl)nc2ccccc21	2%	4%	16%	-23%	41	1%
CCOc1ccc2[nH]c(C)c(CN3CCCCC3)c(=O)c2c1	-2%	-9%	3%	-20%	0	-8%
Cn1cnc([N+](=O)[O-])c1Sc1nc2ccccc2[nH]1	1.4µM*	8%	-12%	-2%	3	6%
COc1ccccc1NC(=O)CCC(=O)OCc1cccc([N+](=O)[O-])c1	4%	-2%	-11%	-17%	26	?
Cc1ccc(S(=O)(=O)N2CCN(C(=O)COC(=O)c3cncc(Br)c3)CC2)c(C)c1	nt	0%	nt	-6%	28	nt
COc1ccc(OCC(=O)Nc2ccc(S(=O)(=O)Nc3cc(C)on3)cc2)cc1	-20%	6%	nt	-20%	-15	-20%
C[N+]1(CC#CC(O)(c2ccccc2)c2ccccc2)CCCC1	-4%	0%[2.32 µM]	-2%	-5%	-8	?

Two entries drawn at random from those above:
SMILES	Sm TGR inh	AMA1 RON2 block	FBPA Giardia inh	AmpC no deterg	HCMV antiviral	AmpC detergent
O=C(c1cccs1)N1CCN(Cc2cccc([N+](=O)[O-])c2)CC1	-28%	?	-26%	-3%	-17	2%
CCOc1ccc2[nH]c(C)c(CN3CCCCC3)c(=O)c2c1	-2%	-9%	3%	-20%	0	-8%

Continuation:
SMILES	Sm TGR inh	AMA1 RON2 block	FBPA Giardia inh	AmpC no deterg	HCMV antiviral	AmpC detergent
CCC(C)c1ccc(NC(=S)Nc2ccc(OC)cc2C)cc1 (centres undefined)	-5%	2%	12%	11%	-17	?
Cc1ccc(C(=O)O)cc1NC(=S)NC(=O)c1ccc([N+](=O)[O-])c(C)c1	20µM*	40%[activator]	-20%	-16%	?	-2%
O=[N+]([O-])c1cc2c(cc1/C=N/n1c(-c3ccccn3)n[nH]c1=S)OCO2	-10%	0%	-16%	-13%	5	-1%
Cc1cc(C)c2sc(N(CCCN(C)C)C(=O)c3ccc(S(=O)(=O)N(C)Cc4ccccc4)cc3)nc2c1	1%	-33%	nt	192%[activator]	-27	-14%
O=[N+]([O-])c1ccc(N2CCN(c3ccc(Cl)nn3)CC2)c(Cl)c1	-4%	5%	-1%	1%	-36	3%
O=C(CN1C(=O)NC2(CCCCCC2)C1=O)NCCc1ccc(F)cc1	-8%	-6%	nt	-12%	-10	-23%
CCOC(=O)C1=C(C)NC2=C(C(=O)CC(C)(C)C2)C1c1ccc(N(C)C)cc1 (centres undefined)	-23%	-3%	-28%	-12%	nt	2%
CCN(CC(=O)Nc1ccc(NC(C)=O)cc1)C(=O)/C=C/c1c(C)nn(-c2ccc(F)cc2)c1C	-16%	27%	nt	76%	2	-2%
COc1ccc(Br)cc1/C=N/NC(=O)CN1CCCCC1	11%	3%	-23%	-3%	-15	-13%
COc1cc(NC(=O)c2cc(C)nc3c2c(C)nn3-c2ccccc2Cl)cc(OC)c1	-3%	nt	nt	nt	-66*	10%
O=C(CSc1nnnn1C1CC1)N1CCN(Cc2ccccc2F)CC1	-2%	7%	nt	-8%	-69*	-8%
CN1CCN(C(=S)c2ccc(-c3cccc(Cl)c3Cl)o2)CC1	3%	14µM*	-3%	162%[activator]	119	?
O=C(Nc1cccc(C(=O)NC2CC2)c1)c1ccc(Cl)c(S(=O)(=O)N2CCOCC2)c1	-14%	-5%	nt	-17%	-22	-5%
CC(=O)Nc1ccc(/C=N/Nc2nc3ccccc3[nH]2)cc1	0%	56%[activator]	7%	-21%	47	0%
CCOc1ccc(N(CC(=O)Nc2cc(C)cc(C)c2)S(C)(=O)=O)cc1	0%	-8%	-3%	15%	15	-6%
Cc1ccc(NC(=O)CC(=O)c2ccc([N+](=O)[O-])cc2)cc1S(=O)(=O)Nc1cccc(Cl)c1	14%	29%	-2%	?	?	8%
COC(=O)c1cccc(NC(=O)CSc2nnc(COc3cccc(C)c3)n2C)c1	?	2%	-3%	49%	-7	-7%
O=C(Cc1ncc(C(F)(F)F)cc1Cl)Nc1cccc(Br)c1	-1%	-2%	-19%	-45%	15	-3%
Cc1cc(C)cc(-n2c(SCC(=O)Nc3cccc(F)c3)nc3c([nH]c4ccccc43)c2=O)c1	-1%	nt	nt	nt	8	1%
O=C(c1ccc(F)cc1)N1CCCCC(S(=O)(=O)c2ccccc2)C1=O (centres undefined)	-6%	3%	2%	-8%	-24	?
COc1ccc(-c2csc(NC(=O)CCn3cnc4ccccc4c3=O)n2)cc1OC	6%	-9%	-3%	71%[activator]	-28	-10%
NC(=O)CC(NC(=O)c1ccccc1)c1ccc(N2CCCCCC2)c([N+](=O)[O-])c1 (centres undefined)	5%	-20%	3%	-3%	-22	?
CC1CCN(c2nc3ccc(C(=O)NCCc4ccc(S(N)(=O)=O)cc4)cc3s2)CC1	0%	nt	nt	nt	25	-2%
O=C(NCCO)c1nc(C(=O)c2ccc(Cl)cc2)c2ccccc2n1	-4%	0%	nt	8%	40	1%
CC(C)(C)CC(=O)Nc1cc(S(=O)(=O)N2CCCCCC2)ccc1Cl	-3%	7%	0%	-3%	-27	-10%
COc1ccc(NC(=O)C(NS(=O)(=O)c2cccc3nsnc23)c2ccccc2)cc1 (centres undefined)	-2%	nt	nt	nt	16	1%
Cc1cc(C)c(S(=O)(=O)N2CCCOC2CNC(=O)C(=O)NCc2cccs2)c(C)c1 (centres undefined)	-5%	-3%	4%	-6%	-25	0%
O=[N+]([O-])c1ccccc1/C=N\N1CCN(c2ccccc2)CC1	-15%	22µM*	0%	-27%	12	-1%
COc1ccc(NC(=S)NC(=O)/C=C/c2ccc(F)cc2)cc1	-11%	2%	10%	-28%	-3	0%
Cc1cc(NC(=O)CCC(=O)N(CCC(C)C)C(C(=O)NCC2CCCO2)c2ccccc2C)no1 (centres undefined)	1%	-2%	-9%	146%[activator]	4	-11%
COc1cc(C(=O)OC(C)C(=O)N2CCCC2)cc2c1OCCO2 (centres undefined)	1%	10%	nt	-3%	-37	-6%
COc1cc(Cl)c(S(=O)(=O)NCCc2c(C)[nH]c3c(C)cccc23)cc1Cl	3%	nt	nt	nt	14	1%
CC(C)(C)c1ccc(OC(=O)N2CCOCC2)cc1	-6%	18%	nt	18%	0	-1%
Cc1ccc(S(=O)(=O)N2CCN(C(=O)CN3CCc4ccccc4C3)CC2)cc1	7%	-29%	?	66%[activator]	-13	-1%
CCOC(=O)C1=C(CS(=O)(=O)c2ccc(C)cc2)NC(=O)NC1c1ccc(O)c(OC)c1 (centres undefined)	4%	-16%	1%	-16%	-17	3%
O=C(c1ccc2c(c1)N(Cc1ccccc1)C(=O)CS2)N1CCOCC1	-4%	12%	7%	6%	19	-1%
COc1ccc(NC(=O)Cn2c(NCC(C)O)nc3ccccc32)cc1Cl (centres undefined)	-5%	13%	4%	-33%	-3	-11%
CC(=O)c1ccccc1NC(=O)CCCNC(=O)c1ccc(Cl)cc1	5%	3%	1%	-19%	-27	-6%
O=C(N/N=C/c1cccc([N+](=O)[O-])c1)c1ccc2c(c1)OCCO2	-10%	-5%	-7%	-22%	196	2%
Cc1ccc(C)c(OCc2cc(C(=O)N3CC[C@H](O)C3)no2)c1	-8%	-7%	nt	12%	0	-1%

Some of the entries so far, with values under each structure:
Under each structure: Sm TGR inh | AMA1 RON2 block | FBPA Giardia inh | AmpC no deterg | HCMV antiviral | AmpC detergent
> O=C(NCCO)c1nc(C(=O)c2ccc(Cl)cc2)c2ccccc2n1
    -4% | 0% | nt | 8% | 40 | 1%
> O=[N+]([O-])c1ccccc1/C=N\N1CCN(c2ccccc2)CC1
    -15% | 22µM* | 0% | -27% | 12 | -1%

The listing continues.
SMILES	Sm TGR inh	AMA1 RON2 block	FBPA Giardia inh	AmpC no deterg	HCMV antiviral	AmpC detergent
CCc1nonc1NC(=O)c1oc2cc(Br)ccc2c1C	2%	6%	nt	-28%	2	-3%
c1ccc(N2CCN(CCc3nnc4n3CCCCC4)CC2)cc1	-8%	14%	2%	1%	21	-17%
CN(C)CCNC(=O)COc1ccc(C23CC4CC(CC(C4)C2)C3)cc1	16%	-12%	0%	66%[activator]	-68*	?
COc1cc(Nc2ccc(S(N)(=O)=O)cc2)c([N+](=O)[O-])nc1[N+](=O)[O-]	20µM*	0%	-6%	-15%	-19	-12%
Cc1noc(C)c1NC(=O)N(C)C[C@H]1Oc2ccc(NC(=O)CCC(F)(F)F)cc2C(=O)N([C@H](C)CO)C[C@@H]1C	nt	14%	nt	0%	17	nt
CCOc1ccc(Cl)cc1S(=O)(=O)NC1CCCC1	-2%	-10%	nt	-1%	-29	0%
COC(=O)c1ccccc1NC(=O)CSc1nc(C)cc(C)n1	7%	17%	0%	7%	-35	2%
CCN(CC)CCNc1c2c(c(C#N)c3nc4ccccc4n13)CCCC2	0%	36%[activator]	0%	-21%	39	2%
O=[N+]([O-])c1cccc(/C=N/n2c(C3CCCCC3)n[nH]c2=S)c1	-23%	20%	8%	-31%	-23	-2%
N/C(Cc1ccccc1)=N\OC(=O)c1cccc2ccccc12	1%	72%[activator]	-2%	-25%	28	0%
O=C(CN1C(=O)NC2(CCc3ccccc32)C1=O)c1ccccc1 (centres undefined)	5%	0%	nt	-10%	13	-1%
CC(C)(C)c1ccc(C(=O)O)c(C(=O)c2ccc(C(=O)O)cc2)c1	15%	-13%	25%	-19%	0	3%

Hits appear at their usual frequency; any-hit rate near 7.8%.
